Arr AP2 block: inhibitors of beta-arrestin/AP2 binding, primary screen, biochemical, GPCR trafficking, flow cytometry; beta-arrestin 1 C-terminal peptide binding to AP2 beta2-adaptin appendage (human); FITC-arrestin peptide / GST-AP2 beads; AP2 beta2 appendage carries R879A mutation; inhibition, % at 10 µM; hit rate 0.31% among 340,000; AID 504490, 2011;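 active = inhibition above a set limit, near 3 SD of compounds lacking own fluorescence, cut at about 54% in these data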;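 note: plate controls were DMSO wells for no effect and 5 µM unlabelled arrestin peptide for full effect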
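system = GST-tagged AP2 beta2-adaptin appendage (R879A) on 4 µm glutathione beads | reagent = FITC-labelled arrestin peptide probe, 50 nM final | schedule = compound with beads 12 min RT, then probe 1 h RT | signal = HyperCyt-sampled flow cytometry, FL1 channel, ex 488/em 535 nm | read-out = percent response from loss of bead-bound FITC fluorescence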
SR-BI DiI inh: inhibitors of SR-BI mediated HDL lipid uptake, primary screen, ldlA[mSR-BI] cells, fluorescence, single point. Scavenger receptor class B member 1 (Mus musculus), Q61009. ldlA[mSR-BI] CHO cells, DiI-HDL uptake fluorescence, 3 h. inhibition, % at 12.5 µM. hit rate 0.96% among 320,000;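 active = mean replicate inhibition of at least 70% and a set share of replicates each scoring 70 or more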;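 note: 0% = median of neutral control wells and 100% = median of positive control wells; values of inactives mirror those of a sister screen read the other way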
Target sequence (Q61009 whole entry, looked up): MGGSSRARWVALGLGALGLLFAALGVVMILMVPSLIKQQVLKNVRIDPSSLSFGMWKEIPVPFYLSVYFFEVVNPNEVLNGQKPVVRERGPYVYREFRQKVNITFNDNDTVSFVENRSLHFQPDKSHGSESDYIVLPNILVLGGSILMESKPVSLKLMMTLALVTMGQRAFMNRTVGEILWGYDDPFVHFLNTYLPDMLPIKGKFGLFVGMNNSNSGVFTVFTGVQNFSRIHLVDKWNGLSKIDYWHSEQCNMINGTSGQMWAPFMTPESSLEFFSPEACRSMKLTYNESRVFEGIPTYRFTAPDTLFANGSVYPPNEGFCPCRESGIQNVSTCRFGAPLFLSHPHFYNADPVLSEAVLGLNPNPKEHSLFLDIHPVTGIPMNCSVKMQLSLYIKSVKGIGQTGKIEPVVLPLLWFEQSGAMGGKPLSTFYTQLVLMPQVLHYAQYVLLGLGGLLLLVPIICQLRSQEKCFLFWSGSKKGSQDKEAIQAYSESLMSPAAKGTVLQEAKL
NSD2 inh: NSD2 histone methyltransferase inhibitors, primary screen, biochemical, AlphaScreen, single concentration, set 2; NSD2 peptide methylation, 120 min; hit rate 0.54% among 310,000; Histone-lysine N-methyltransferase NSD2 (Homo sapiens), O96028; AID 743445, 2014; inhibition, % at 12.5 µM; in the data active = inhibition above about 50%
LANA DNA inh: inhibitors of KSHV C-LANA binding to DNA, primary screen, biochemical, fluorescence polarization, FAM-LBS DNA, MBP-C-LANA, single point | inhibition, % at 9 µM | hit rate 0.078% among 340,000 | Kaposi's sarcoma herpesvirus LANA C-terminal domain (residues 932-1162) DNA binding | AID 504423, 2011;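 active = highest replicate inhibition at or above 60% at 9 µM, even if other replicates fall short; inactive = all replicates below 60% inhibition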;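 note: 0% = neutral control wells and 100% = 4 µM acridine orange control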
Cardiac RTF inh: cardiac RTF calcium sensitivity inhibitors, primary screen, biochemical, IANBD-TnC fluorescence, EC70 calcium; IANBD-labeled cardiac RTF, Ca2+ fluorescence; Troponin I, cardiac muscle (Homo sapiens) + Troponin T, cardiac muscle (Homo sapiens) + …; hit rate 0.12% among 340,000; AID 493244, 2011; inhibition, % at 7.15 µM;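 active = inhibition above the mean inhibition of all tested compounds plus 3 SD, cut at about 17% in these data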;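 note: assay run at fixed EC70 calcium of 1.6 mM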
SR-BI DiI-HDL act: activators of SR-BI mediated DiI-HDL uptake, primary screen, ldlA[mSR-BI] CHO cells, DiI fluorescence. 3 h; 100 = double the neutral-control signal. activation, % at 12.5 µM. hit rate 0.096% among 320,000. AID 504775, 2011;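 active = mean replicate activation of at least 60% and every replicate at or above 60%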;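 note: 0% = median plate neutral-control signal and 100% = twice that signal; values of inactives mirror those of a sister screen read the other way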
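System: CHO ldlA[mSR-BI] cells / Medium: HEPES-buffered (25 mM, pH 7.4) F12 plus 0.5% BSA / Probe or stimulus: labelled HDL, 10 µg/mL / Doses: single compound concentration, delivered by pin transfer / Schedule: 3 h, 37 °C / Measured by: DiI fluorescence, bottom read / Measure: cell-associated DiI fluorescence as measure of HDL uptake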
DAGLB inhibitor: DAGLB lipase inhibitors, primary screen, biochemical, fluorescence, HTS; inhibition, % at 5.17 µM; HEK293T DAGLB membrane lysate, EnzChek fluorogenic substrate; hit rate 0.059% among 340,000; AID 504411, 2011; in the data active = inhibition above about 34%;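 note: 0% = enzyme with vehicle and 100% = wells lacking enzyme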
PvdQ inh: P. aeruginosa PvdQ acylase inhibitors, primary screen, biochemical, fluorescence, plate reader and imaging, single point; hit rate 0.063% among 340,000; purified PvdQ acylase; inhibition, % at 10 µM; PvdQ acylase [Pseudomonas aeruginosa LESB58]; AID 488965, 2010; in the data active = inhibition above about 30%, passing the limit was not always enough;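 note: 0% = vehicle neutral wells and 100% = reference inhibitor wells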
PKA-R2B activ: activators of PKA-R2B holoenzyme, primary screen, biochemical, fluorescence polarization, Cy5-IP20, human; AID 504700, 2011; cAMP-dependent protein kinase catalytic subunit beta (Homo sapiens) + cAMP-dependent …; hit rate 0.079% among 340,000; PKA-R2B holoenzyme dissociation; R2B truncated from residue 108, S112A mutant; 0% DMSO only, 100% 113 µM cGMP; activation, % at 11.4 µM;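 active = activation above a cutoff set at the mean over all compounds plus 3 SD, cut at about 18% in these data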;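 note: higher means more holoenzyme dissociation and a rise in polarization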
Target sequence (P31323 whole entry, looked up, other chains not shown, the tested form may be a part): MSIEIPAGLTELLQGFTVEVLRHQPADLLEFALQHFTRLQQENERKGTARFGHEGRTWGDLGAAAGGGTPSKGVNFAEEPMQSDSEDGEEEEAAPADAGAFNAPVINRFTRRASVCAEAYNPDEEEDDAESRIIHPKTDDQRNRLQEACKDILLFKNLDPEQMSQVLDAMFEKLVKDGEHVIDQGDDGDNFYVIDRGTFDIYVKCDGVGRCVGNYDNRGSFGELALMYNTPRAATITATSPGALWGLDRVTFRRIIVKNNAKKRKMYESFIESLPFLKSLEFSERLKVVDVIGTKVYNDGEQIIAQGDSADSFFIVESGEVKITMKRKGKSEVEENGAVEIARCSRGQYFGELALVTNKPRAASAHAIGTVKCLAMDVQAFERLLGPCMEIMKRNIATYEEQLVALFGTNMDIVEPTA
Keap1-Nrf2 PPI: Keap1-Nrf2 protein-protein interaction inhibitors, primary screen, biochemical, fluorescence polarization, single point; Keap1 Kelch-Nrf2 peptide fluorescence polarization, 1536-well; inhibition, % at 9.4 µM; hit rate 0.15% among 340,000; in the data active = inhibition above about 12%;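 note: human Keap1 Kelch domain with fluorescein labeled Nrf2 9mer peptide probe; 0% = neutral control wells and 100% = peptide positive control; higher means more block of Keap1 binding to Nrf2 peptide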
* hit, by the source's call; nt = no result given.

#	molecule	Arr AP2 block	SR-BI DiI inh	NSD2 inh	LANA DNA inh	Cardiac RTF inh	SR-BI DiI-HDL act	DAGLB inhibitor	PvdQ inh	PKA-R2B activ	Keap1-Nrf2 PPI
1	N#C/C(=C(/O)COC(=O)COc1cccc(Br)c1)c1nc2ccccc2[nH]1	-3	-27	-2	1.5	-4	27	3	1	-10	0
2	COc1ccccc1-n1cc(-c2ccc(Cl)cc2)[nH]c1=O	7	11	0	0.1	1	-11	-2	0	-6	-3
3	COc1ccc(C(=O)c2nccc3ccccc23)cc1	-7	23	-5	0.4	-2	-23	0	-10	-5	-3
4	CC(NCC(=O)Nc1cc(S(=O)(=O)N2CCOCC2)ccc1Cl)c1ccc(Cl)cc1Cl (stereo not drawn)	-12	42	-2	0.3	-14	-42	-1	-17	9	-2
5	CC(C)C(NC(=O)CSc1ccc(Cl)cc1)C(C)C	5	-2	-4	0.7	-10	2	-3	-8	-1	1
6	COCCn1nnnc1C(c1ccccn1)N1CCN(c2cc(Cl)ccc2C)CC1 (stereo not drawn)	6	28	8	0.4	-6	-28	-1	-7	-16	-5
7	COc1ccc(NC(=S)N2CCN(c3ccc([N+](=O)[O-])cc3)CC2)cc1OC	35	62	-1	0.0	-3	-62	1	5	7	-4
8	CC1(C)Cc2c(sc3nc(NCCN4CCOCC4)n4ncnc4c23)CO1	3	-1	-2	-1.6	-5	1	-1	-4	-5	-8
9	Fc1c(F)c(-n2nnc3ccccc32)c(F)c(F)c1Cl	6	-4	-3	-1.0	3	4	-10	3	-6	-1
10	CCc1nnc(NS(=O)(=O)c2ccc(NS(=O)(=O)c3ccccc3)cc2)s1	-7	-14	1	0.4	8	14	1	-10	-3	-1
11	CSc1cccc(NC(=O)C2CCN(C(=O)c3ccccc3C)CC2)c1	22	4	-2	0.3	1	-4	-2	4	2	6
12	CCOC(=O)c1csc(NNC=O)n1	4	-34	-2	-0.3	-1	34	-1	-8	1	0
13	CC(=O)Cc1nsc(NC(=O)c2cccs2)n1	5	-3	7	-2.2	5	3	1	-12	9	-7
14	CCOc1cccc(C(=O)Nc2ccc(N3CCCC3)cc2)c1	31	75*	19	1.2	-8	-75	5	3	-5	-4
15	CCOc1cc2c(cc1OCC)C(C(=O)O)C(c1cc(Br)c(O)c(OC)c1)N(C)C2=O (stereo not drawn)	3	-17	nt	-1.2	2	17	-1	-4	-4	-6
16	Cc1cc(OCC(=O)NCC(O)c2ccccc2)c2c(C)c(C)c(=O)oc2c1 (stereo not drawn)	-13	27	-4	-0.3	-4	-27	-1	1	1	1
17	Cc1cc(C)nc(Nc2ccc(C(=O)O)cc2)n1	-4	13	1	0.6	-4	-13	2	-2	0	-1
18	COc1ccccc1C(=O)O/N=C(\N)c1ccccc1Cl	5	-14	-2	0.6	-13	14	0	-20	1	-5
19	Cc1oc2c(c1C(=O)Nc1cccc3ccccc13)CCCC2	1	23	-1	-0.7	-6	-23	-6	2	-1	0
20	CN1CCN(c2nc(-c3cccs3)nc3ccccc23)CC1	-2	-1	17	-0.7	4	1	-1	-4	13	-1
21	Cc1ccc(SCCC(=O)NCC2CCCO2)cc1 (stereo not drawn)	3	-9	3	-0.3	-2	9	-2	-10	-16	-1
22	Cc1cc(CN2CCCCC2C(=O)Nc2ccc(Oc3cccnc3)cc2)oc1C (stereo not drawn)	-1	79*	0	-2.0	-6	nt	-1	-22	-5	0
23	O=C(NCCc1nc2ccccc2[nH]1)c1cc([N+](=O)[O-])cc([N+](=O)[O-])c1	4	-7	1	-0.6	-3	7	-1	-11	-2	-2
24	Cc1cccc(C)c1NC(=O)C[n+]1cc(-c2ccccc2)n2c1CCC2	6	-5	-1	0.7	-7	5	0	-17	-6	-1

8 neighbouring compounds from above, quoted:
#	molecule	Arr AP2 block	SR-BI DiI inh	NSD2 inh	LANA DNA inh	Cardiac RTF inh	SR-BI DiI-HDL act	DAGLB inhibitor	PvdQ inh	PKA-R2B activ	Keap1-Nrf2 PPI
14	CCOc1cccc(C(=O)Nc2ccc(N3CCCC3)cc2)c1	31	75*	19	1.2	-8	-75	5	3	-5	-4
15	CCOc1cc2c(cc1OCC)C(C(=O)O)C(c1cc(Br)c(O)c(OC)c1)N(C)C2=O (stereo not drawn)	3	-17	nt	-1.2	2	17	-1	-4	-4	-6
16	Cc1cc(OCC(=O)NCC(O)c2ccccc2)c2c(C)c(C)c(=O)oc2c1 (stereo not drawn)	-13	27	-4	-0.3	-4	-27	-1	1	1	1
17	Cc1cc(C)nc(Nc2ccc(C(=O)O)cc2)n1	-4	13	1	0.6	-4	-13	2	-2	0	-1
18	COc1ccccc1C(=O)O/N=C(\N)c1ccccc1Cl	5	-14	-2	0.6	-13	14	0	-20	1	-5
19	Cc1oc2c(c1C(=O)Nc1cccc3ccccc13)CCCC2	1	23	-1	-0.7	-6	-23	-6	2	-1	0
20	CN1CCN(c2nc(-c3cccs3)nc3ccccc23)CC1	-2	-1	17	-0.7	4	1	-1	-4	13	-1
21	Cc1ccc(SCCC(=O)NCC2CCCO2)cc1 (stereo not drawn)	3	-9	3	-0.3	-2	9	-2	-10	-16	-1

Following part
#	molecule	Arr AP2 block	SR-BI DiI inh	NSD2 inh	LANA DNA inh	Cardiac RTF inh	SR-BI DiI-HDL act	DAGLB inhibitor	PvdQ inh	PKA-R2B activ	Keap1-Nrf2 PPI
25	O=C(CCN1C(=O)c2ccccc2C1=O)NCCCn1ccnc1	3	-11	-1	-0.7	-9	11	0	-7	-2	-2
26	O=S(=O)(Cc1ccccc1)N1CCCCC1	0	-4	nt	1.3	6	4	0	-4	-10	-6
27	CC(/C=N/NC(=O)c1nnn(-c2nonc2N)c1CN1CCCCC1)=C\c1ccccc1	-5	42	-1	-0.6	0	-42	-3	1	6	0
28	O=C(NC(=S)N1CCN(C/C=C/c2ccccc2)CC1)c1ccc(F)cc1	-8	18	17	0.0	-6	-18	-2	-7	-6	-6
29	CN(Cc1ccccc1)Cc1nc2c(c(=O)n(C)c(=O)n2C)n1Cc1ccc(F)cc1	3	4	2	0.0	-1	-4	-7	2	-9	0
30	C=CCn1c(O)c(C(CC)=NCc2cccnc2)c(=O)[nH]c1=O	-4	-12	0	-0.7	0	12	-4	8	-15	-10
31	COC(=O)c1cc(NC(=O)C2C3C=CC(C3)C2C(=O)O)cc(C(=O)OC)c1 (stereo not drawn)	3	16	-3	1.1	-2	-16	0	-6	-8	0
32	COc1cccc(C(=O)NCCCN2CCN(CCCNC(=O)c3cccc(OC)c3)CC2)c1	-3	-14	2	0.1	5	14	0	-16	-4	-5
33	O=C(Nc1cccc(S(=O)(=O)N2CCCCCC2)c1)C1CCC1	26	-2	-6	1.9	-22	2	-3	3	-4	-3
34	CC(=O)Nc1nnc(SCc2cc(=O)c(OC(=O)c3ccccc3)co2)s1	2	nt	-1	0.9	-1	nt	2	-3	-11	3
35	Cc1cc(NC(=O)COC(=O)[C@@H](NS(=O)(=O)c2ccc(Br)cc2)C(C)C)no1	-2	nt	0	-1.0	-4	nt	0	-11	-8	-4
36	COC(=O)N/N=C/c1ccccc1Cl	2	-32	-4	0.9	10	32	0	-3	-6	0
37	COc1ccc(C(=O)N2c3ccc(F)cc3CCC2C)cc1OC (stereo not drawn)	6	39	-2	-1.2	4	-39	-1	-6	-4	-3
38	Cc1ccc(CS(=O)(=O)Cc2ccc(C(=O)NCc3cccnc3)o2)cc1	5	-2	-1	0.9	-5	2	0	-14	-9	0
39	Oc1c(C(c2ccccc2)N2CCCCC2)sc2ncnn12 (stereo not drawn)	2	-19	nt	0.3	-4	19	3	-25	2	-1
40	COCc1cc(C)nc(Sc2nc3c(c(=O)n(C)c(=O)n3C)n2C)c1C#N	-20	2	0	4.5	-9	-2	-1	-10	2	3
41	CCc1ccc(CN/C=C/C(=O)c2ccc(Br)cc2)cc1	10	-13	nt	5.3	-2	13	-11	-15	0	-2
42	COc1ccc(Cl)cc1Nc1nc(C)nc2c1oc1ccccc12	-10	-11	-4	2.0	-1	11	-1	-18	2	2
43	CC(=O)N1CCN(CC(=O)Nc2cccc(S(=O)(=O)N3CCCCCC3)c2)CC1	2	13	-1	-0.5	1	-13	1	4	-4	0
44	CCn1c(SCc2nc(-c3ccccc3)no2)nnc1-c1cccs1	27	-1	26	0.1	-12	1	-3	-1	-1	-6
45	CCOC(=O)[C@@H]1[C@H]2COc3ccccc3[C@@H]2N2C(=O)N(c3ccc(Br)cc3)C(=O)[C@]12C	2	3	nt	-1.1	2	-3	-7	-8	-12	-3
46	O=C(/C=C/c1ccc(NC(=O)c2ccccc2-c2ccccc2C(=O)O)cc1)c1ccccc1	9	nt	20	-3.7	-24	nt	23	0	-17	-29
47	CC1CCCN(S(=O)(=O)c2ccc(CN3C(=O)c4cccnc4C3=O)cc2)C1 (stereo not drawn)	37	-22	-1	-0.1	2	22	1	7	-10	2
48	CN1CCc2c(sc(/N=C/c3cc(Cl)ccc3O)c2C#N)C1	-6	nt	39	0.7	-17	nt	-1	-8	-6	-3
49	COc1cc(C(=O)NC2CCCC(C)C2C)ccc1OCC(=O)N1CCOCC1 (stereo not drawn)	-13	-4	0	0.1	0	4	0	-5	-4	2
50	COc1ccc(N(CC(=O)NCc2ccc(Cl)cc2)S(=O)(=O)c2c(C)noc2C)cc1	-2	1	-4	-0.3	0	-1	-3	-7	-4	-2

Source: PubChem BioAssay
